# Screening results: PubChem BioAssay, several laboratories
# 5HT1E antag – blocks the human 5-HT1E serotonin receptor; P28566; CHO 5-HT1E Ga15 NFAT-bla reporter, FRET, antagonist; inhibition, % at 6 µM; 0.99% of 65,000 active; AID 571;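 active means inhibition above a set limit, the mean inhibition across every tested compound plus 3 SD, cut at about 29% in these data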;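 further: signal is the 460 over 535 nm emission ratio of beta-lactamase substrate; 0% = agonist plus DMSO wells and 100% = wells without agonist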
# Target sequence (P28566 whole entry, looked up): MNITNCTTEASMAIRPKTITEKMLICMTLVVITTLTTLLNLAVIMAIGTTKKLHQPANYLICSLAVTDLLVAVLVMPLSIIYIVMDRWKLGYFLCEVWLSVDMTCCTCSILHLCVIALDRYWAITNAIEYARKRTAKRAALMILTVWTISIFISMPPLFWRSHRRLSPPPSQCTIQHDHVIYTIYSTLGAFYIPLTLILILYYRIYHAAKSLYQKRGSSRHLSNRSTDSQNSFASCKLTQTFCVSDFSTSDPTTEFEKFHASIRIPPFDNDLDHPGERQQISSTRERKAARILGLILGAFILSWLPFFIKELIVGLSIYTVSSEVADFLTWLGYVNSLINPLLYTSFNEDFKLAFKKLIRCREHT
# RORa activator – RORA (human) activation | P35398 | CHO-K1 Gal4-RORA LBD luciferase reporter, luminescence; percent increase over mock-subtracted basal signal | activation, % at 10 µM | 1.5% of 65,000 active | AID 560;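 active means activation above the mean of all tested compounds plus 3 SD, cut at about 49% in these data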;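 further: 0% = DMSO-treated RORA cells and 100% = added signal equal to DMSO minus mock-transfected cells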
# 5HT1E ag – activates the human 5-HT1E serotonin receptor | P28566 | CHO 5-HT1E Ga15 NFAT-bla reporter, FRET; 0% DMSO wells, 100% control agonist wells | activation, % at 6 µM | AID 574 | 0.69% of 65,000 active;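 active means activation above a set limit, the screen-wide mean activation plus 3 SD, cut at about 8.5% in these data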;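 further: 100% = positive control agonist at 1 µM giving full maximal response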
# Ecoli tolC – growth inhibitors of E. coli BW25113 tolC mutant; OD615; growth inhibition, % at 10 µM (by protocol); 2.2% of 65,000 active; AID 573;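 active means growth inhibition at or above a cutoff equal to the mean over every tested compound plus 3 SD, cut at about 60% in these data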;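 further: growth measured after 20 h incubation at 37 °C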
#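 Assay system: tolC-deleted E. coli BW25113. Medium: kanamycin-containing LB broth (50 µg/mL). Dosing: 10 µM final, single dose. Timing: bacterial growth with compound for 20 h at 37 °C. Detection: A615 absorbance measurement. Read-out basis: growth inhibition in percent.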
# NADH enzymes – inhibition of NAD/NADH coupling enzymes, library profiling. coupled PK/LDH NADH assays, four targets. IC50, µM (series often up to 10 µM), inactives show top-dose inhibition. 0.02% of 65,000 active;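 active means single-dose screening hits from any of four coupled enzyme assays that gave an IC50 when retested across doses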;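 further: the DPM-DC format reads NADH fluorescence rather than 340 nm absorbance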
# MMP13 inh – blocks human MMP13 activity; MMP-13 fTHP FRET cleavage, Mca fluorescence; P45452; 0.07% of 65,000 active; AID 570; inhibition, % at 4 µM;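 active means inhibition above the mean of compound-free control plate wells plus 3 SD, cut at about 14% in these data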;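 further: 0% = DMSO wells and 100% = wells with reference MMP-13 inhibitor after basal subtraction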
# 5HT1a ag – 5-HT1a (human) receptor agonism | AID 567 | CHO 5-HT1a Ga15 NFAT-bla reporter, FRET ratio; 0% basal, 100% maximal reference agonist | 0.56% of 65,000 active | activation, % at 10 µM;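 active means activation above the screen-wide mean activation plus 3 SD, cut at about 19% in these data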;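 further: 0% = DMSO wells and 100% = 5-CT at EC100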
# 5-HT1A blocker – blocks the human serotonin 5-HT1a receptor | 0.68% of 62,000 active | P08908 | inhibition, % at 10 µM | CHO 5-HT1a Ga15 NFAT-bla reporter, antagonist mode;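 active means inhibition above the mean of all tested compounds plus 3 SD, cut at about 43% in these data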;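 further: receptor stimulated by 5-CT agonist at 100 nM near EC80; beta-lactamase reporter measured by ratiometric fluorescence of a cleavable substrate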
# SF1 activator – SF-1 (human) activation; CHO-K1 Gal4-SF-1 LBD luciferase reporter; % increase over DMSO SF-1-specific signal; activation, % at 10 µM; 1.9% of 65,000 active; AID 522;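 active means activation above the mean activation of all tested compounds plus 3 SD, cut at about 50% in these data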
# Target sequence (Q13285 whole entry, looked up, the tested form may be a part): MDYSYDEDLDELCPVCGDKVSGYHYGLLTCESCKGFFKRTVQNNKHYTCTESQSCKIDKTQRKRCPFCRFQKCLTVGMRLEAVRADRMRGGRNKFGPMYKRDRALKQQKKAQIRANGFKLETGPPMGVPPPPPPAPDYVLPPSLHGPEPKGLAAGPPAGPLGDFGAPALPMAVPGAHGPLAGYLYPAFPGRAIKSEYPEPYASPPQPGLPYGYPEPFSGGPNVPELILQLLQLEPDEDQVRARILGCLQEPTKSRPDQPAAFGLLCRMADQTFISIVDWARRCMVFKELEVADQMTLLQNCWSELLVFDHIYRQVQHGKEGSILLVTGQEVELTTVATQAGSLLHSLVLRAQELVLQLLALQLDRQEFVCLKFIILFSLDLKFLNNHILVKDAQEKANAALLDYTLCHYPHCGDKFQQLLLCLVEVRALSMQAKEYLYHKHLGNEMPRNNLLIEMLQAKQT
#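 Test system: CHO-K1 cells with Gal4–hSF-1 LBD chimera plus Gal4-driven luciferase; Input: 4,000 cells/well; Compound: 10 µM only; Times: 20 h compound treatment, 37 °C; Measured by: steady-glow luciferase luminescence, read after 15 min reagent incubation; Measure: percent activation versus DMSO; Control set: DMSO and mock-transfected background; Replicates: one test per compound.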
# The depositor's hits bear a star; nt = not tested or not shown; [ ] = remark or other dose.
SMILES,5HT1E antag,RORa activator,5HT1E ag,Ecoli tolC,NADH enzymes,MMP13 inh,5HT1a ag,5-HT1A blocker,SF1 activator
Clc1ccccc1C1CC(c2ccccc2)Nc2ncnn21 (centres undefined),-7,23,0.7,17,3%,2,-2.2,14,-9
CC1=C/C(=C/N(C)c2ccccc2)C(=O)S1,15,-10,-1.3,-8,3%,-4,-6.6,44*,1
O=C(Cc1ccc2cccnc2c1)c1ccc(O)cc1O,-6,60*,-0.2,25,7%,1,-0.7,6,39
O=C(O)c1cccc(N2CCCCS2(=O)=O)c1,10,-11,-1.1,-3,8%,6,-2.3,1,-6
Cc1ccc(N2CCN(C(=S)c3ccc(N(C)C)cc3)CC2)cc1,4,21,0.3,21,4%,-2,-2.4,-8,18
O=C(Nc1ccc(Cl)cc1)Nc1ccc2c(c1)N1CCN=C1S2,-5,2,0.5,52,5%,5,-3.0,-25,-1
Cc1ccc(CNC(=O)c2cccc(-n3cnnn3)c2)cc1,2,12,0.5,nt,13%,-10,-1.9,-2,-19
Cc1c(NC(=O)NC(=O)c2ccc(F)cc2)c(=O)n(-c2ccccc2)n1C,13,0,0.4,-12,0%,3,-4.6,10,2
COc1ccc(Cl)cc1NC(=O)N(C)Cc1c(C)nn(C)c1C,7,-27,0.8,-8,13%,2,-5.4,1,-11
COc1cc(-c2cc3nc(C)c(C)c(=O)n3[nH]2)cc(OC)c1OC,2,4,-1.3,-13,4%,-7,-2.8,4,-1
CC(C(=O)c1ccccc1)n1cnc2ccccc2c1=O (centres undefined),9,-1,-1.3,0,5%,5,-0.6,8,9
Cc1cc(C)c(C#N)c(SCC(=O)Nc2ccc(S(=O)(=O)Nc3onc(C)c3C)cc2)n1,8,-8,0.6,6,2%,3,1.2,-5,-1
O=C1C2CC=C(Cl)CC2C(=O)N1CNc1ccccn1 (centres undefined),-11,13,-0.5,8,1%,4,1.7,nt,12
CC(=O)NCCc1cc2ccc(C)c(C)c2[nH]c1=O,-10,-4,1.7,-7,2%,-6,-0.2,-8,17
COCCCNC(=O)Cn1cc2c(n1)CCC(C)C2 (centres undefined),4,11,0.6,-21,3%,0,-2.8,-1,-5
CCc1nnc(NC(=O)CSc2nc(C)c3c(c2C#N)CCCC3)s1,9,-9,0.7,7,9%,-41,0.7,nt,55*
CCOc1ccccc1Oc1ccc(C(F)(F)F)cn1,1,-20,0.3,-10,3%,-1,-1.3,-4,11
Cc1nc2ccccc2c(=O)n1NC(=O)C1CCCCC1,6,-13,0.6,-4,5%,2,-5.0,-2,-2
COc1ccc(-c2cc(C(=O)O)c3ccccc3n2)c(OC)c1,0,-6,-0.8,-24,12%,0,-2.1,14,-12
CCOC(=O)C1=C(C)NC(C)=C(C(=O)OCC)C1c1nc2ccccc2[nH]1,-6,19,-0.8,0,6%,6,4.0,8,7
Fc1ccc(-c2cc3nc4c(c(N5CCOCC5)n3n2)CCCC4)cc1,26,14,-1.4,49,3%,-11,-2.2,27,-5
Cc1sc2nc(CN3CCN(S(=O)(=O)c4cccc5nonc45)CC3)[nH]c(=O)c2c1C,-9,-2,-2.1,2,2%,-6,0.0,-4,14
COc1ccc(CCNC(=O)c2cc(-c3ccccc3)on2)cc1OC,7,16,0.5,-6,1%,4,0.0,5,6
COc1ccc2nc(NC(=O)CCNS(=O)(=O)c3ccc4c(c3)oc(=O)n4C)sc2c1,-7,-1,0.2,-5,0%,-7,-0.2,-3,14
COC(=O)c1cc(OC)c(OC)cc1NC(=O)c1oc2ccccc2c1C,4,-11,-0.7,-9,16%,0,-2.1,12,-5
CC(=O)Nc1ccc(S(=O)(=O)NC2(C(F)(F)F)NC(=O)N(C3CCCC3)C2=O)cc1 (centres undefined),6,-4,0.3,-12,5%,0,-4.5,4,9
CCCCN(Cc1ccccc1)C(=O)c1cnc2n(c1=O)CCS2,3,-11,-0.9,16,4%,2,-3.0,6,-19
CCN(C(=O)COC(=O)c1cnc(C)cn1)C1CCCCC1,0,13,0.2,-10,3%,3,-1.3,-4,10
CCCOc1ccccc1C1CC(=O)NC(C)=C1C(=O)OCC(C)C (centres undefined),14,-6,-0.1,21,4%,0,0.1,17,-12
CC(=O)c1cc(C#N)c(SCCC(C)C)nc1C,1,25,0.0,43,8%,0,-1.9,-7,14
CCCCCN(C(=O)NC(=O)NCCCC)S(C)(=O)=O,-5,-15,0.1,0,3%,0,-3.8,3,0
CN1CCN(C2=Nc3ccccc3Oc3ccc(Cl)cc32)CC1,11,-14,-0.9,7,6%,-5,4.0,nt,-10
Cc1cc(-c2ccccc2C(=O)NCc2ccccc2)on1,-2,-8,-0.4,-14,5%,-3,1.0,16,7
CCN(CC)c1ccc(NC(=O)c2cc(OC)cc(OC)c2)c(C)c1,42*,20,-1.1,19,4%,3,-1.7,52*,23
CCCCCCn1c(C(C)O)nc2ccccc21 (centres undefined),15,-16,-0.1,11,5%,-5,0.4,nt,-10
COc1ccc(CC(=O)N2CCCc3ccccc32)cc1OC,-3,-5,-0.1,2,5%,4,0.1,-4,-15
Cc1cc(C)c2nc(N)sc2c1,1,-11,0.2,0,2%,-2,0.2,-4,23
COC(=O)c1sccc1NC(=O)c1csc2c1CCCC2,3,2,-1.5,49,5%,3,2.5,17,-12
CCc1cc2c(NCc3ccco3)ncnc2s1,6,6,0.6,4,11%,6,1.2,14,2
CC(C)CCNC(=O)C(c1ccco1)N(Cc1ccccc1)C(=O)c1snc(C(N)=O)c1N (centres undefined),2,-17,0.2,9,15%,-18,3.2,-3,-5
Cc1cc(C)n2nc(C(=O)OCCOc3ccc(Br)cc3)nc2n1,21,-12,-1.1,-7,2%,5,-2.5,-1,3
Cc1ccc(-n2ncc(C#N)c2/N=C/N2CCN(C)CC2)cc1,1,16,-0.8,-8,4%,2,0.5,10,-8
CCOc1ccc(NC(=O)CCNc2c(N3CCCC3)c(=O)c2=O)cc1,-6,-26,-0.1,-11,7%,7,0.1,-6,-3
CCCCn1c2nc3ccccc3nc2c2c(=O)n(CC(C)C)cnc21,-6,-15,0.9,12,18%,-12,2.9,nt,-8
O=S(=O)(NCCNS(=O)(=O)c1cccs1)c1cccs1,0,-5,-0.6,-26,5%,-4,-1.1,-6,-4

# Arranged by count of non-hydrogen atoms (high to low): three of the compounds above.
SMILES,5HT1E antag,RORa activator,5HT1E ag,Ecoli tolC,NADH enzymes,MMP13 inh,5HT1a ag,5-HT1A blocker,SF1 activator
CCCCn1c2nc3ccccc3nc2c2c(=O)n(CC(C)C)cnc21,-6,-15,0.9,12,18%,-12,2.9,nt,-8
CCN(CC)c1ccc(NC(=O)c2cc(OC)cc(OC)c2)c(C)c1,42*,20,-1.1,19,4%,3,-1.7,52*,23
CCCCCCn1c(C(C)O)nc2ccccc21 (centres undefined),15,-16,-0.1,11,5%,-5,0.4,nt,-10

# Later entries.
SMILES,5HT1E antag,RORa activator,5HT1E ag,Ecoli tolC,NADH enzymes,MMP13 inh,5HT1a ag,5-HT1A blocker,SF1 activator
O=C(Nc1ccc2ccccc2c1)c1cnccn1,1,57*,-0.1,1,4%,-6,-1.6,12,31
CCC1CCCCN1Cc1ccc(CNS(=O)(=O)c2ccc3c(c2)oc(=O)n3C)o1 (centres undefined),-4,12,1.0,-14,3%,3,-5.0,4,-4
COCCCN1C(=O)C(=O)/C(=C(/O)c2ccc(OC)cc2)C1c1ccc(O)c(OC)c1 (centres undefined),3,-8,-0.4,-9,1%,1,-0.8,-14,11
CCSc1nc(O)c(CC)c(=O)n1C(C)CC (centres undefined),-4,-17,0.3,18,2%,4,-2.2,13,-9
CCCC1Cc2nc(N3CCCCC3)c(C#N)cc2CO1 (centres undefined),-6,-16,0.6,45,10%[fluoresces],-30,-1.4,-14,-7
CC(C)CC(NC(=O)C(CC(C)C)NC(=O)OC(C)(C)C)C(=O)O (centres undefined),-1,-12,0.1,-7,6%,-2,-2.5,0,-3
COc1cc(SC)ccc1C(=O)Nc1ccccc1C#N,5,26,-0.9,-4,2%,3,-1.7,14,60*
Cc1cc2c(=O)n(Cc3ccco3)c(SCC(=O)N3CCCc4ccccc43)nc2s1,0,-17,0.9,43,2%,0,1.2,6,-15
CC1=C(C(N)=O)C(c2ccc(C)o2)C(C(N)=O)=C(C)N1,-2,-19,0.0,-30,10%,-1,0.5,0,5
Cc1ccc(CS(=O)(=O)Cc2ccc(C(=O)NCC3CCCO3)o2)cc1 (centres undefined),11,2,1.0,-15,8%,-8,-2.1,2,-27
CS(=O)(=O)Nc1ccc(C(=O)NC2CCCC2)cc1,4,-11,1.5,-11,5%,1,-1.5,8,0
CCOC(=O)Cc1csc(NC(=O)c2cccnc2)n1,6,-12,-0.5,-13,6%,2,-1.1,-2,17
CCOC(=O)C(C)Sc1nnc(Cc2cc(=O)[nH]c(=O)[nH]2)n1-c1ccc(Cl)cc1 (centres undefined),1,4,0.7,-8,2%,0,1.1,-1,-6
Cc1c(NC(=O)C(C)Sc2nnc(-c3ccccc3)o2)c(=O)n(-c2ccccc2)n1C (centres undefined),7,-14,-0.1,-8,4%,-9,-3.5,-6,7
O=C(CSc1nnc(-c2ccc(Cl)cc2)o1)N1CCN(c2ccccc2)CC1,-7,-8,0.4,-22,7%,2,-0.9,-22,11
Cc1cnc(C(=O)Nc2ccccc2-c2nnn(CC(=O)NC3CCCC3)n2)cn1,1,-20,0.1,-17,9%,0,0.8,8,-14
Cc1ccc(S(=O)(=O)CCSc2nc(C)cc(C)c2C#N)cc1,0,7,0.9,50,5%,2,0.5,-21,3
COCCN(CC(=O)NCc1ccc(F)cc1)C(=O)CCC(=O)Nc1ccccn1,6,3,-0.1,-19,7%,-3,-1.7,-5,3
O=C(NCCc1ccccc1)C(c1cccs1)N(C(=O)c1csnn1)C1CC1 (centres undefined),-10,-13,0.0,-10,6%,4,-0.5,1,-4
COc1ccccc1NC(=O)N1CCCC1C(=O)Nc1nnc(C(C)C)s1 (centres undefined),-10,9,-0.4,-16,9%,2,-2.2,-5,2
CS(=O)(=O)c1ccc2nc(NC(=O)Oc3ccccc3)sc2c1,-2,-17,0.7,-5,6%,4,11,7,19
CCOC(=O)COn1c(=O)c(-c2ccco2)[n+]([O-])c2ccccc21,-5,-9,-0.1,-8,3%,-10,-0.1,nt,-16
COc1cccc2c(=O)c(SC(F)(F)C(F)C(F)(F)F)c(C)[nH]c12 (centres undefined),12,46,-0.3,-7,4%,-142[fluorescence artefact?],3.0,nt,51*
Cc1ccc(-c2nn(C)c(=O)c3ccccc23)cc1CNC(=O)CN1CCOCC1,4,-17,0.1,-9,4%,0,-0.3,-11,-25
CCOC(=O)CN1CC23C=CC(O2)C(C(=O)Nc2ccc(OC)cc2OC)C3C1=O (centres undefined),-6,7,0.3,-4,2%,7,-3.3,3,9
COc1cc2c(cc1OC)CN(C(=O)c1ccc(OC)c(S(=O)(=O)N3CCOCC3)c1)CC2,4,0,0.7,-3,3%,1,-4.1,-6,9
N#CN=C1CCCCCN1CC(N)=O,9,-17,0.2,-2,4%,2,-4.1,13,-4
Cc1ccc(N2C(=O)CC3(CC4C=CC3C4)C2=O)cc1 (centres undefined),-3,5,-0.2,2,5%,-10,-0.3,nt,3
